# TNF death inh – blocks TNF-alpha induced death of Jurkat FADD-/- cells. Jurkat FADD-/- TNF necroptosis rescue, ATP luminescence, 24 h; 0 = TNF only, 100 = no-TNF cells. activation (protection from cell death), % at 10 µM. 0.068% of 220,000 active. AID 463075;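 active = activation, meaning protection from cell death, of at least 50% relative to plate controls; inactive = activation below 50%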;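 also: necroptosis triggered by 40 ng/mL TNF-alpha added together with compound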
# FXIa inh 1536 – inhibitors of human coagulation factor XIa. inhibition, % at 5 µM. AID 798. purified FXIa, Boc-Glu-Ala-Arg-AMC fluorogenic substrate. 0.14% of 220,000 active;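 active = inhibition of at least 40%; inactive = inhibition below 40%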;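 also: fluorescence of freed AMC excited at 355 nm; 0% = enzyme without compound and 100% = no enzyme blank; many of its hits are not listed in these tables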
# Rad51 HR inh – blocks human Rad51 in homologous recombination | inhibition, % at 10 µM | hRad51 DNA strand exchange, fluorescence dequenching | 0.085% of 200,000 active;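 active = inhibition above 40% at the single screening dose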;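 also: 0% = DMSO control wells and 100% = blanks with heterologous ssDNA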
#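 Material: hRad51 filaments on single-stranded DNA; Reagent: Donor/quencher-labelled 47-bp dsDNA substrate; Compound: 10 µM final, single point; Schedule: 37 °C 15-min filament assembly, 30-min compound preincubation, 15-min exchange; Technique: FRET fluorescence, excitation 485 nm, emission 520 nm; Benchmarks: control wells and blank wells on each plate.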
# Hck-Nef inh – inhibitors of human Hck kinase activated by Nef; P08631; Recombinant Hck-YEEI plus Nef, Z-Lyte FRET kinase assay; inhibition, % at 20 µM; 0.68% of 220,000 active; AID 463187;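 active = Hck-Nef kinase inhibition above about 50%, limit read from the data; inactive = inhibition below that limit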;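 also: 0% = DMSO with Hck plus Nef and 100% = Hck alone without Nef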
# Target sequence (P08631 whole entry, looked up): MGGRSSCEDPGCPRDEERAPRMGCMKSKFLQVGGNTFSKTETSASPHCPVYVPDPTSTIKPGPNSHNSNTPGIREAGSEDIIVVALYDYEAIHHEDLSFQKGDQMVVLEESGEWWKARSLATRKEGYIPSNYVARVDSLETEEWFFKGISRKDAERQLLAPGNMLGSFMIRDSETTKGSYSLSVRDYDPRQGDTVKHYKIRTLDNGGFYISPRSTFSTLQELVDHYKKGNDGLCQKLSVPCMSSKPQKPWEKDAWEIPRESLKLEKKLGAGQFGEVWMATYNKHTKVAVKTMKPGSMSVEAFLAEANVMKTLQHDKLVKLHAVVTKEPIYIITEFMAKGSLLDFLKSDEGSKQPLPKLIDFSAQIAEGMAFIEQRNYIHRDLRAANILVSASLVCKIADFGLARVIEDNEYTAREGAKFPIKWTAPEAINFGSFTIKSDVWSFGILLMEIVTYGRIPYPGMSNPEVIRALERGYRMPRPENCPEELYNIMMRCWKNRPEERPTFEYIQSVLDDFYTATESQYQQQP
# FXIIa inh 1536 – inhibitors of human coagulation factor XIIa. P00748. purified FXIIa, Boc-QGR-AMC fluorogenic substrate, 2 h. inhibition, % at 5 µM. 0.3% of 220,000 active; in the data active = inhibition above about 40%;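 also: 0% = enzyme with no compound and 100% = blank without enzyme; many of its hits are not listed in these tables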
# Cl transport mod – modulates chloride dependent transport by human KCC2; 2.2% of 190,000 active; Q9H2X9; KCC2 cells, thallium flux FluoZin-2 fluorescence; B-score of Tl+ flux slope (higher = more flux/activation; lower = inhibition) at 10 µM;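 active = thallium flux slope and its plate-corrected score both differing from the plate sample mean at a set confidence after two filtering rounds, in either direction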;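 also: slope of fluorescence scaled to starting intensity during 10 to 20 s after thallium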
# zVAD death inh – blocks zVAD induced death of L929 cells. AID 1377. 0.38% of 220,000 active. L929 zVAD necroptosis rescue, ATP luminescence, 24 h; with zVAD 60 µM. viability rescue, % at 10 µM;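 active = activation, scaled between plate controls, above about 75%, limit read from the data; inactive = activation under that limit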;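 also: 0% = zVAD with DMSO and 100% = DMSO alone without zVAD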
# hK5 inh – kallikrein 5 (human) inhibition; Q9Y337; 0.59% of 210,000 active; inhibition, % at 5 µM; recombinant hK5, fluorogenic AMC substrate cleavage;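 active = inhibition of 40% or more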;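 also: 0% = enzyme controls without compound and 100% = no-enzyme blanks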
# Target sequence (Q9Y337 67-293 limits assumed): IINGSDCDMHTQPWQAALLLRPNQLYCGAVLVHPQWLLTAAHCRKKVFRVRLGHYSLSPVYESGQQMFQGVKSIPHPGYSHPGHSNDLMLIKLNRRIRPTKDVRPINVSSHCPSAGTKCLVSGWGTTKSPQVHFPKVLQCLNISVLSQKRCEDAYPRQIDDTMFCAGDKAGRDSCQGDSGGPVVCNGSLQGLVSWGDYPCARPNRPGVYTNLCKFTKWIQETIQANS
# thrombin 1536 – blocks human thrombin protease activity; AID 1046; alpha-thrombin, Boc-VPR-AMC fluorogenic substrate cleavage; inhibition, % at 5 µM; 0.26% of 220,000 active; P00734;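 active = inhibition at or above 40%; inactive = inhibition below 40%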;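 also: 0% = enzyme with no compound and 100% = wells without enzyme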
#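 Material: human alpha-thrombin enzyme / Medium: pH 7.5 Tris (50 mM) with NaCl 150 mM, Tween 20 0.05% / Compound: single-point dosing at 5 µM, 0.2% DMSO / Incubation: enzyme reaction carried out at room temperature / Detection: AMC fluorescence, 355/460 nm / Read-out basis: percent inhibition scaled between no-compound controls and no-enzyme blanks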
# An asterisk follows results filed as active; / = not tested or not shown. An excerpt. The share of hits here may be higher or lower than overall.
# Below each compound: TNF death inh | FXIa inh 1536 | Rad51 HR inh | Hck-Nef inh | FXIIa inh 1536 | Cl transport mod | zVAD death inh | hK5 inh | thrombin 1536
1) CC(C)OP(=O)(OC(C)C)C(C)NC(=O)Cc1ccccc1 (stereo not drawn)
    0.8 | -8 | -7 | 20 | 4 | 1.7 | -0.1 | -2 | -20
2) Cc1cccc(C)c1NC(=S)N(CCCN1CCN(C)CC1)Cc1cccs1
    0.5 | -4 | -35 | 19 | 8 | 1.2 | 0.1 | -9 | -14
3) Cn1c(=O)cc(OCCCC(=O)Nc2ccc3c(c2)OCCO3)c2ccccc21
    0.4 | 4 | -39 | 14 | 7 | -1.3 | -0.5 | 2 | -3
4) COC(=O)c1ccccc1NC(=O)COC(=O)CSCC(=O)N1CCOCC1
    -0.8 | -12 | -5 | 2 | -3 | 0.49 | 0.0 | -26 | -8
5) CCCNC(=S)N1CCC(NC(=O)C23CC4CC(CC(C4)C2)C3)CC1
    -0.9 | -3 | -3 | -4 | 0 | 0.16 | -0.6 | -13 | -2
6) COc1cccc(N/C(N)=N/c2nc(C(F)(F)F)cc(C(F)(F)F)n2)c1
    -0.2 | 1 | 12 | 1 | 9 | 0.58 | 0.5 | 0 | 1
7) Cc1cccc(Oc2cc(NC(=O)Cn3cnc([N+](=O)[O-])n3)cc([N+](=O)[O-])c2)c1
    2.5 | 1 | 4 | 4 | 10 | -0.32 | 0.1 | -17 | -2
8) Cc1ccnc(SCc2nc3ccccc3s2)n1
    -0.5 | -11 | 6 | 14 | 5 | 0.5 | 0.1 | -22 | -1
9) CCOC(=O)C(CC)Sc1nc2c(c(=O)[nH]c(=O)n2C)n1CCc1ccccc1 (stereo not drawn)
    0.0 | 5 | -1 | 3 | 1 | 0.22 | -0.3 | -18 | 2
10) Cc1cccc(N=C2NN=C(c3ccccc3F)CS2)c1C
    1.1 | -7 | -6 | 22 | 3 | 11* | 3.5 | -5 | 6
11) CCN(CC)c1c([N+](=O)[O-])ncn1C
    0.3 | -1 | 13 | 0 | 12 | / | 0.8 | 4 | 0
12) CCc1ccc(NC(=S)N(Cc2ccc(Cl)cc2)Cc2ccc(C(=O)O)cc2)cc1
    1.1 | -4 | -53 | 30 | 3 | -1.1 | 3.0 | -5 | -12
13) Nc1nnc(CCOc2ccc(Cl)cc2)s1
    0.2 | 16 | -11 | 10 | 21 | 0.15 | -0.2 | 44* | 24
14) CC(C)(C)OC(=O)NCCc1nnc(SCC(=O)c2ccc(Cl)cc2)o1
    -1.6 | -7 | -4 | 1 | 14 | 0.59 | -0.2 | -9 | 1
15) CC(=O)NC1=NN(C(C)=O)C(C)(c2ccccn2)S1 (stereo not drawn)
    0.2 | -1 | -2 | 17 | 4 | 0.92 | 11 | 4 | -6
16) Nc1cccc(-n2cccc2)c1
    0.4 | -4 | 1 | 26 | 4 | -0.93 | 3.4 | -2 | -5
17) CCc1ccc(-n2c(=O)c3c(C)c(C(=O)N(C)C)sc3n(CC(=O)NCc3ccco3)c2=O)cc1
    -1.2 | 0 | -5 | -1 | 10 | 3.8* | 0.0 | -3 | -2
18) O=C(c1cc(Cl)cc(Cl)c1)N1CCOCC1
    -1.7 | -6 | 0 | 8 | 8 | 1.2 | -0.8 | -2 | -2
19) COc1ccc(NC(=S)NCCNC(C)=O)cc1
    -0.3 | -3 | / | 9 | 4 | -0.3 | 0.5 | / | -5
20) Cc1ccc(CN2CCN(/N=C/c3ccc(C(F)(F)F)cc3)CC2)cc1
    0.9 | 6 | -2 | 3 | 12 | 1.7 | 0.2 | -7 | -3
21) CCn1c(C)cc(=S)c2ccccc21
    -2.3 | -1 | 2 | 2 | 9 | -0.31 | 0.2 | 0 | 4
22) Cc1c(C(=O)N2CCCC2)sc(NC(=O)c2cccs2)c1C#N
    0.4 | 2 | -7 | 1 | 6 | 0.086 | 0.1 | -2 | 1
23) Cc1nc2sc(C(c3cccc(F)c3)N3CC(C)OC(C)C3)c(O)n2n1 (stereo not drawn)
    -0.6 | -2 | / | 0 | 4 | 0.9 | -0.2 | -8 | 1
24) OC1COC(OCc2ccccc2)C(O)C1O (stereo not drawn)
    0.4 | 1 | 17 | 0 | 4 | 0.5 | 0.9 | -4 | 1
25) O=C(/C=C/c1ccccc1)Nn1cnc2ccccc2c1=O
    1.6 | -3 | -6 | 3 | 8 | -0.26 | 1.0 | -1 | -3
26) COc1ccc(C(C(=O)NC(C)(C)C)N(C(=O)Cn2nnc3ccccc32)c2cccc(C(C)=O)c2)cc1O (stereo not drawn)
    1.4 | -1 | 19 | 20 | 9 | / | -0.7 | -2 | -1
27) Cc1ccc(-c2nnc(Sc3nc4ccccc4o3)c3ccccc23)cc1
    -19 | 2 | -1 | 1 | 13 | -0.17 | 1.9 | 7 | 4
28) CC(C)c1ccc(CNc2cc(N3CCCC3)ccc2[N+](=O)[O-])cc1
    -3.9 | 6 | 3 | 3 | 19 | / | 1.2 | 2 | 2
29) CCCN(c1ccc(C(C)C)cc1)S(=O)(=O)c1c(C)[nH]c(=O)[nH]c1=O
    -4.5 | 6 | -6 | 0 | 17 | -0.85 | 0.0 | -13 | 6
30) CC(C)Oc1ccc(CCC(=O)NNC(=S)NCc2ccccc2)cc1
    -0.5 | 3 | 5 | 15 | 11 | -1.4 | -0.2 | -15 | 5

# The list goes on, starting with the last 7 of the part before.
# Below each compound: TNF death inh | FXIa inh 1536 | Rad51 HR inh | Hck-Nef inh | FXIIa inh 1536 | Cl transport mod | zVAD death inh | hK5 inh | thrombin 1536
24) OC1COC(OCc2ccccc2)C(O)C1O (stereo not drawn)
    0.4 | 1 | 17 | 0 | 4 | 0.5 | 0.9 | -4 | 1
25) O=C(/C=C/c1ccccc1)Nn1cnc2ccccc2c1=O
    1.6 | -3 | -6 | 3 | 8 | -0.26 | 1.0 | -1 | -3
26) COc1ccc(C(C(=O)NC(C)(C)C)N(C(=O)Cn2nnc3ccccc32)c2cccc(C(C)=O)c2)cc1O (stereo not drawn)
    1.4 | -1 | 19 | 20 | 9 | / | -0.7 | -2 | -1
27) Cc1ccc(-c2nnc(Sc3nc4ccccc4o3)c3ccccc23)cc1
    -19 | 2 | -1 | 1 | 13 | -0.17 | 1.9 | 7 | 4
28) CC(C)c1ccc(CNc2cc(N3CCCC3)ccc2[N+](=O)[O-])cc1
    -3.9 | 6 | 3 | 3 | 19 | / | 1.2 | 2 | 2
29) CCCN(c1ccc(C(C)C)cc1)S(=O)(=O)c1c(C)[nH]c(=O)[nH]c1=O
    -4.5 | 6 | -6 | 0 | 17 | -0.85 | 0.0 | -13 | 6
30) CC(C)Oc1ccc(CCC(=O)NNC(=S)NCc2ccccc2)cc1
    -0.5 | 3 | 5 | 15 | 11 | -1.4 | -0.2 | -15 | 5
31) COc1ccc(CNCCNC(=O)c2nonc2N)cc1OC
    -0.7 | 6 | -3 | -1 | 16 | 0.69 | -0.2 | -7 | 6
32) Cc1cccc(NC(=O)CC2c3ccccc3Oc3ccccc32)c1
    0.8 | 7 | / | 2 | 11 | -0.2 | / | -5 | -4
33) CCC(C)NC(=O)CCS(=O)(=O)c1ccc(Br)s1 (stereo not drawn)
    0.2 | 0 | / | 2 | 3 | 1.5 | 0.0 | -5 | 1
34) O=C(c1ccc(Cl)c(S(=O)(=O)N2CCCC2)c1)N1CCN(c2ccccn2)CC1
    -2.7 | -3 | -1 | 4 | 16 | -0.0031 | -0.3 | -22 | 3
35) O=C(CNC(=O)c1ccc(Cl)cc1)OC1CCOC1=O (stereo not drawn)
    1.6 | -2 | -2 | 26 | -4 | -0.0062 | 1.2 | -6 | -9
36) C/C(=N/NC(=O)c1cccs1)c1ccc(N2CCOCC2)cc1
    -0.2 | 10 | / | 4 | 4 | -0.097 | 1.1 | -21 | -8
37) CCOC(=O)c1cn[nH]c1NC(=S)Nc1ccc(OC)cc1
    0.2 | -4 | 5 | -5 | 5 | -0.52 | 2.1 | -7 | 1
38) CC(/C=C/c1ccc(Cl)o1)=C\C(=O)O
    0.3 | / | 20 | 1 | / | / | 0.2 | / | /
39) O=c1cc(-c2ccccc2)nc(SCc2ccccc2)[nH]1
    -0.8 | -14 | / | 0 | 0 | / | 0.7 | -19 | 9
40) CC/C(=C\C(=O)c1cccnc1)Nc1ccc(C)c(C)c1
    0.0 | 6 | 2 | -1 | 14 | / | -0.1 | 17 | 2
41) COC(=O)c1c(NC(=O)CN2CCN(c3ccccc3OC)CC2)c2cc(C)ccc2n1C
    -0.3 | 3 | 2 | 7 | 10 | 1.6 | 0.3 | -19 | 1
42) Cc1ccc(OCCOC(=O)Nc2ccccc2)cc1
    1.8 | 10 | 6 | -1 | 10 | -1.3 | 1.4 | -7 | -2
43) CCOC(=O)c1sc(NC(=O)c2ccc(S(=O)(=O)N(C)C)cc2)cc1C
    -7.5 | 1 | 0 | 3 | 1 | -0.83 | -0.1 | -24 | -5
44) Cc1ccc(-c2nc3ccccc3s2)cc1NC(=S)NC(=O)c1ccccc1
    -5.7 | 9 | -4 | 38 | 15 | 1.8 | 0.0 | 0 | 5
45) CCOC(=O)c1c(-c2ccc(OC)cc2)csc1NC(=O)CSc1ccccc1
    -1.5 | 1 | -4 | 1 | 12 | 0.22 | -0.2 | -7 | 1
46) Cc1ccc(NC(=O)CN2C(=O)S/C(=C\c3cccn3-c3cccc(C(=O)O)c3)C2=O)cc1C
    -0.5 | -1 | 5 | 50* | 6 | -2.9 | 2.4 | 0 | 1
47) COc1ccc(C2c3ccc(O)cc3Oc3ncn(CCCO)c(=N)c32)cc1 (stereo not drawn)
    1.5 | 4 | / | -3 | 3 | -0.15 | 0.8 | 0 | -2

# 4 structures from above, ordered by count of non-hydrogen atoms, falling.
# Below each compound: TNF death inh | FXIa inh 1536 | Rad51 HR inh | Hck-Nef inh | FXIIa inh 1536 | Cl transport mod | zVAD death inh | hK5 inh | thrombin 1536
41) COC(=O)c1c(NC(=O)CN2CCN(c3ccccc3OC)CC2)c2cc(C)ccc2n1C
    -0.3 | 3 | 2 | 7 | 10 | 1.6 | 0.3 | -19 | 1
45) CCOC(=O)c1c(-c2ccc(OC)cc2)csc1NC(=O)CSc1ccccc1
    -1.5 | 1 | -4 | 1 | 12 | 0.22 | -0.2 | -7 | 1
39) O=c1cc(-c2ccccc2)nc(SCc2ccccc2)[nH]1
    -0.8 | -14 | / | 0 | 0 | / | 0.7 | -19 | 9
42) Cc1ccc(OCCOC(=O)Nc2ccccc2)cc1
    1.8 | 10 | 6 | -1 | 10 | -1.3 | 1.4 | -7 | -2

# Values in list order from the entries so far.
# Compounds 36–42 in hK5 inh: -21, -7, /, -19, 17, -19, -7

# High-throughput results deposited in PubChem BioAssay by several laboratories.
